# V1R ag counter: agonists of human V1a receptor, primary screen, counter-screen for OXTR agonist project, fluorescence, CHO-V1R cells | Vasopressin V1a receptor (Homo sapiens), P37288 | Fluo-8 calcium fluorescence, agonist mode; 0% DMSO, 100% 3 nM vasopressin | activation, % at 3 µM | 320,000 compounds, 0.25% hits;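 active means activation above the mean activation of all tested compounds plus 3 SD, per screening run, cut at about 20% in these data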;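 further: signal is peak over basal fluorescence ratio across a 100 second FLIPR read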
# Target sequence (P37288 whole entry, looked up): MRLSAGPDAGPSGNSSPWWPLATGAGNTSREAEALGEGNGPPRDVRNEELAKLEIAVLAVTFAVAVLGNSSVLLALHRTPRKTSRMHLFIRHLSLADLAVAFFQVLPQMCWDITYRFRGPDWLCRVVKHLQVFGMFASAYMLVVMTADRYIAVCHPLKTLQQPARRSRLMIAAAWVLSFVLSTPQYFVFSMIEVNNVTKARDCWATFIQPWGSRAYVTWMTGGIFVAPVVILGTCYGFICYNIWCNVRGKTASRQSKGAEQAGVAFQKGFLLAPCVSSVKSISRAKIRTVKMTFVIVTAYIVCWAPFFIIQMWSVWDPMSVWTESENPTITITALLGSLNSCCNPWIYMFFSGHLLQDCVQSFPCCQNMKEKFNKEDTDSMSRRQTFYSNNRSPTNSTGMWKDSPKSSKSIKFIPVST
# CHO-K1 Ca PAM: nonselective calcium activators in parental CHO-K1 cells, primary screen, counter-screen for M1 PAM project, cell-based, Fluo-8 calcium fluorescence, full deck, 1536-well | activation, % at 3 µM | ATP EC20; 0% at ATP EC20, 100% at ATP max | 360,000 compounds, 0.02% hits | AID 602247, 2012;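 active means activation above the run cutoff, the mean activation of all test compounds plus 3 SD, cut at about 40% in these data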;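 further: peak over basal fluorescence ratio in a 140 s read after ATP addition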
# GPR7 antag: GPR7 receptor antagonists, primary screen, cell-based, fluorescence, single concentration; AID 1861, 2009; inhibition, % at 4.4 µM; 290,000 compounds, 1.1% hits; Neuropeptides B/W receptor type 1 (Homo sapiens), P48145; GPR7-expressing cells, fluorescence antagonist assay; in the data active means inhibition above about 16%, passing the limit was not always enough;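 further: cells stimulated with the agonist NPW; 0% = agonist with vehicle and 100% = vehicle without agonist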
# Target sequence (P48145 whole entry, looked up): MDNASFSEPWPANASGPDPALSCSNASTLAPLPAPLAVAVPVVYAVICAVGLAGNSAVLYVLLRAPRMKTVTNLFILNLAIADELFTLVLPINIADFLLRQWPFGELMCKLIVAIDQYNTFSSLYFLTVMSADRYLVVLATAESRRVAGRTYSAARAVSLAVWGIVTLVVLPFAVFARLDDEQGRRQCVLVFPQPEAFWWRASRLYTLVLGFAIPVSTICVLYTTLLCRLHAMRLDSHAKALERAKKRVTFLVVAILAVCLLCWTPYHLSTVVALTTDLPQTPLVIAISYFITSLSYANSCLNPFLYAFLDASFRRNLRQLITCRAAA
# CHO-K1 Ca ag: counter-screen for M1 agonists: effect in parental CHO-K1 cells | Fluo-8 calcium fluorescence; scaled to maximal ATP response, vehicle zero | activation, % at 3 µM | 360,000 compounds, 0.48% hits; in the data active means activation above about 15%;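 further: untransfected CHO-K1 host cells lacking M1 receptor as counterscreen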
# OXTR ag: human OXTR agonists, primary screen, fluorescence, CHO-OTR cells, Fluo-8 calcium; 320,000 compounds, 0.32% hits; Oxytocin receptor (Homo sapiens), P30559; activation, % at 3 µM; Fluo-8 calcium fluorescence; normalized: DMSO 0%, oxytocin 100%;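 active means activation above the mean of all tested compounds plus 3 SD, cutoff set per screening run, cut at about 20% in these data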;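 further: peak over basal fluorescence ratio from a 100 s FLIPR kinetic read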
# CHO parental Ca: ATP-evoked calcium signal inhibitors, parental CHO, primary screen, counter-screen for OX1R antagonist project, cell-based, fluorescence, Fluo-8 calcium dye; parental CHO-K1, ATP-induced calcium, Fluo-8 fluorescence; inhibition, % at 5.6 µM; 330,000 compounds, 0.63% hits;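 active means inhibition above that plate's mean sample inhibition plus 3 SD, cut at about 26% in these data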;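 further: 0% = ATP-challenged DMSO wells and 100% = DMSO wells without ATP; some compounds past the cut are filed as inactive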
#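 Material – parental CHO cells · Reagent – ATP stimulus · Compound – single nominal dose of 5.6 µM per compound · Detection – Fluo-8 fluorescence · Read-out basis – percent inhibition of calcium signal · Controls – ATP-challenged DMSO wells low, unchallenged DMSO wells high · Repeats – no replicates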
# CHO-K1 Ca antag: M1 antagonist counterscreen hit in parental CHO-K1 cells; 360,000 compounds, 0.6% hits; inhibition, % at 3 µM; ATP-induced calcium, Fluo-8 fluorescence;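 active means inhibition above a per-plate cutoff, the plate's mean sample inhibition plus 3 SD, cut at about 24% in these data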;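 further: 0% = DMSO plus EC80 ATP and 100% = DMSO alone without ATP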
# TAAR1 antag: human TAAR1 antagonists, primary screen, Fluo-8 calcium fluorescence, CHO RD-HGA16 cells | Trace amine-associated receptor 1 (Homo sapiens), Q96RJ0 | antagonist | inhibition, % at 3 µM | 360,000 compounds, 1.5% hits;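 active means inhibition above a per-plate cutoff, the mean inhibition of test compounds on that plate plus 3 SD, cut at about 49% in these data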;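 further: 0% = DMSO plus EC80 beta-PEA response and 100% = DMSO alone without agonist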
# Target sequence (Q96RJ0 whole entry, looked up): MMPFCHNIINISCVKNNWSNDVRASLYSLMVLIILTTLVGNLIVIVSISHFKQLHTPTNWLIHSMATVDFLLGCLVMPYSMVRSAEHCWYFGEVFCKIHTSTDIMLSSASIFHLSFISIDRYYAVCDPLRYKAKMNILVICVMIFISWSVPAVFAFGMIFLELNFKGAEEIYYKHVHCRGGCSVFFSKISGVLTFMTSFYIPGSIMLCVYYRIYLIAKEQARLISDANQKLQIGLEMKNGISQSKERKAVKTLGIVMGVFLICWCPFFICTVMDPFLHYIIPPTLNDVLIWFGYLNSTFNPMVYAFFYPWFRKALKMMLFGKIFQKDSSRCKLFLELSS
#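 Test system: CHO RD-HGA16 cells bearing hTAAR1 | Reagent: β-PEA, EC80 | Compound dosing: 3 µM, single point | Schedule: Dye loading 75 min at 37 °C, then 30 min room temperature | Signal: Calcium fluorescence with Fluo-8 | Evaluation: Percent inhibition of PEA-evoked calcium signal, max/basal emission ratio | Control set: DMSO-only wells and EC80 β-PEA-stimulated wells | Repeats: Singlicate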
# OXTR potentiate: human OXTR potentiators, primary screen, fluorescence, CHO-OTR cells, Fluo-8 calcium; Oxytocin receptor (Homo sapiens), P30559; Fluo-8 calcium fluorescence, potentiator mode; 0% = oxytocin EC15, 100% = EC100; activation, % at 3 µM; 320,000 compounds, 0.061% hits; AID 2445, 2010;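 active means activation above that plate's cutoff, the mean activation of tested compounds plus 3 SD, cut at about 6.6% in these data, passing the limit was not always enough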;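 further: 100% uses oxytocin at 75 nM as the full agonist control; some results filed as inactive read as strong as hits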
#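 Material: CHO-OTR cells, human receptor; compound dosing: single dose, 3.0 µM nominal final compound concentration; schedule: 6 min compound pre-incubation at room temperature, 100 s kinetic read; measured by: kinetic Fluo-8 calcium fluorescence; read-out basis: % activation vs EC15 and EC100 oxytocin; controls: EC15 oxytocin alone as 0%, 75 nM oxytocin as 100%; replicates: singlicate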
# Numbers without * were called inactive; · = no result given.
SMILES,V1R ag counter,CHO-K1 Ca PAM,GPR7 antag,CHO-K1 Ca ag,OXTR ag,CHO parental Ca,CHO-K1 Ca antag,TAAR1 antag,OXTR potentiate
Cc1cccc(-n2c(=S)[nH]c3ccccc3c2=O)n1,0.1,5,-12,0.7,0.2,4,-6,-14,-11
COc1ccc(CCNC2CCCCC2)cc1,0.2,17,-8,0.3,1.7,-1,-10,-12,0
COc1ccccc1CCNC1CCCC(C)C1 (centres undefined),0.6,21,-2,0.3,0.5,-7,-10,-16,-3
COc1ccccc1N1CCN(Cc2cccc(Br)c2)CC1,-1.1,2,-12,0.1,-3.1,-20,-6,1,-1
CC1(C)NC(=O)[C@H]2CCCN21,2.3,30,·,0.5,-0.1,9,-15,3,3
Cc1cccc(C(=O)Nc2ccc(Cl)cc2C(=O)c2ccccc2)c1,-1.1,7,11,-0.4,-1.2,-25,-18,3,-3
Cc1cc(OCc2nn[nH]n2)c2c3c(c(=O)oc2c1)CCC3,-0.1,24,-13,1.1,0.0,3,-9,2,-4
CCOC(=O)C(=CNc1ccc(C(O)(C(=O)OCC)C(F)(F)F)cc1C)C(=O)OCC (centres undefined),0.3,20,-10,1.3,-1.3,-19,-16,-6,-4
Cc1nn(Cc2ccccc2Cl)c(C)c1C(=O)OCC(=O)N1CC(C)OC(C)C1 (centres undefined),1.9,21,-11,0.4,0.2,-5,-4,3,-2
CN1C(=O)NC(=O)C2(CCCC2)C1=O,·,16,·,0.5,·,·,-3,4,·
C/C(=N\NC(=O)c1ccncc1)c1c(O)n(Cc2ccccc2)c(=O)[nH]c1=O,0.1,-14,-1,0.1,0.2,-3,3,-41,-7
C=CCn1c(O)c(/C=C2/C=CC=N2)c(=O)[nH]c1=O,0.6,12,4,0.8,0.8,-6,-4,10,0
O=C(CCN1CC=C(c2ccccc2)CC1)NCc1ccccc1,·,9,·,0.5,·,·,-4,-26,·
Cc1ccc(-n2cc(CNC(C)Cc3cnccn3)c(-c3cccc(C)c3)n2)cc1 (centres undefined),6.4,15,3,2.5,9.5,-14,-15,0,-8
COc1cccc(C(c2nnnn2-c2c(C)cccc2C)N2CCC(n3c(=O)[nH]c4ccccc43)CC2)c1OC (centres undefined),·,13,·,1.6,·,·,-9,31,·
O=c1c2ccccc2nc(-c2ccccc2)n1-c1ccccn1,0.0,4,-2,9.7,0.8,-14,6,-10,-4
CN(C)CCSCc1nnc2n1-c1ccc(Cl)cc1C(c1ccccc1Cl)=NC2,0.7,16,·,1.0,0.8,-23,-8,-21,5
O=C(C[N+]12CCC(CC1)C(C(O)(c1ccccc1)c1ccccc1)C2)c1ccc(Br)cc1 (centres undefined),-0.3,17,-14,0.7,-0.7,-14,-7,-25,-8
COc1ccc(C(=O)O/N=C(/C(N)=O)P(=O)(OC(C)C)OC(C)C)cc1,2.1,19,-5,1.1,0.3,0,-10,-5,-5
C[C@H](NC(=O)N1C[C@H]2C[C@@H](C1)c1cccc(=O)n1C2)C(=O)Nc1ccccc1F,1.1,2,-2,-0.2,0.4,-4,2,9,3

# Ordered by formula weight (high to low): some entries from above
SMILES,V1R ag counter,CHO-K1 Ca PAM,GPR7 antag,CHO-K1 Ca ag,OXTR ag,CHO parental Ca,CHO-K1 Ca antag,TAAR1 antag,OXTR potentiate
COc1cccc(C(c2nnnn2-c2c(C)cccc2C)N2CCC(n3c(=O)[nH]c4ccccc43)CC2)c1OC (centres undefined),·,13,·,1.6,·,·,-9,31,·
O=C(C[N+]12CCC(CC1)C(C(O)(c1ccccc1)c1ccccc1)C2)c1ccc(Br)cc1 (centres undefined),-0.3,17,-14,0.7,-0.7,-14,-7,-25,-8
CCOC(=O)C(=CNc1ccc(C(O)(C(=O)OCC)C(F)(F)F)cc1C)C(=O)OCC (centres undefined),0.3,20,-10,1.3,-1.3,-19,-16,-6,-4
CN(C)CCSCc1nnc2n1-c1ccc(Cl)cc1C(c1ccccc1Cl)=NC2,0.7,16,·,1.0,0.8,-23,-8,-21,5
Cc1nn(Cc2ccccc2Cl)c(C)c1C(=O)OCC(=O)N1CC(C)OC(C)C1 (centres undefined),1.9,21,-11,0.4,0.2,-5,-4,3,-2
C[C@H](NC(=O)N1C[C@H]2C[C@@H](C1)c1cccc(=O)n1C2)C(=O)Nc1ccccc1F,1.1,2,-2,-0.2,0.4,-4,2,9,3
Cc1cccc(C(=O)Nc2ccc(Cl)cc2C(=O)c2ccccc2)c1,-1.1,7,11,-0.4,-1.2,-25,-18,3,-3
O=C(CCN1CC=C(c2ccccc2)CC1)NCc1ccccc1,·,9,·,0.5,·,·,-4,-26,·
O=c1c2ccccc2nc(-c2ccccc2)n1-c1ccccn1,0.0,4,-2,9.7,0.8,-14,6,-10,-4
C=CCn1c(O)c(/C=C2/C=CC=N2)c(=O)[nH]c1=O,0.6,12,4,0.8,0.8,-6,-4,10,0
CN1C(=O)NC(=O)C2(CCCC2)C1=O,·,16,·,0.5,·,·,-3,4,·
CC1(C)NC(=O)[C@H]2CCCN21,2.3,30,·,0.5,-0.1,9,-15,3,3

# (continued)
SMILES,V1R ag counter,CHO-K1 Ca PAM,GPR7 antag,CHO-K1 Ca ag,OXTR ag,CHO parental Ca,CHO-K1 Ca antag,TAAR1 antag,OXTR potentiate
COc1ccc(OCC(=O)N2CCN(Cc3nc4cc([N+](=O)[O-])ccc4n3C)CC2)cc1,0.1,15,-11,-0.2,-2.5,-6,-2,-4,-7
Cc1ccc(C(=O)C2(C)N(O)C(C)C(c3cccs3)=[N+]2[O-])cc1 (centres undefined),0.7,17,2,0.1,-1.0,-7,-13,-10,-1
CC1([N+](=O)[O-])COP(=O)(Nc2cccc(Br)c2)OC1 (centres undefined),·,3,·,3.9,·,·,-6,2,·
N=c1sccn1Cc1ccc(Cl)cc1Cl,0.9,8,1,0.4,1.7,-3,3,-4,4
CCOP(=O)(C#CC(C)(C)C)C(C)(O)c1ccccc1 (centres undefined),0.3,10,-12,0.4,-0.4,0,-6,3,0
CCCN(CC#CCOc1ccc(OC)cc1)CCC,0.7,-3,0,0.3,0.1,-15,-4,10,11
O=C1NCN(c2ccccc2)C12CCN(C(c1nnnn1C1CCCCC1)C1CC1)CC2 (centres undefined),·,13,·,2.1,·,·,-9,-18,·
CP(=O)(Nc1ccc(Cl)cc1)c1nc2c(s1)CCCC2 (centres undefined),4.3,25,-9,6.4,2.5,-9,-13,6,-17
O=c1c2ccccc2nc(SCC2CCCCO2)n1-c1ccccc1 (centres undefined),-1.4,9,-13,0.3,-2.2,-21,-15,-14,-1
O=[N+]([O-])c1cc(F)c(N2CCCCC2)cc1Br,2.1,11,7,1.2,0.0,13,-10,-3,-19
Cc1nc2ccccc2c(=O)n1-c1ccncc1,0.8,3,11,0.5,1.5,18,-7,-30,-2
COc1ccc(-c2cc(C(=O)N3CCC4(CC3)OCCO4)c3ccccc3n2)cc1,4.4,2,-12,7.9,3.2,-24,-5,26,-7
CC1CCC(C(C)C)C(OC(=O)Cn2c(COc3ccccc3)[n+](C)c3ccccc32)C1 (centres undefined),-1.4,12,58*,1.1,-0.1,50*,2,-18,-6
O=C1c2ccccc2-n2nncc2C2c3cc(Br)ccc3CCN12 (centres undefined),·,19,·,3.1,·,·,1,6,·
COc1ccccc1CN1CCN(C(=O)Cc2ccccc2)CC1,-0.2,21,·,0.5,-0.1,-9,-14,-12,-8
CCOC(=O)CC(SP1(=S)OCC2(CC=CCC2)CO1)C(=O)OCC (centres undefined),·,-6,·,10.0,·,·,-1,70*,·
Clc1cccc(N2Cc3ccccc3-n3nncc3C2)c1,·,7,·,1.1,·,·,8,-2,·
CC(=O)OC1CCC2(C)C(CCC3C2CC(=O)C2(C)C3CC(N3CC3)C2C(C)=O)C1 (centres undefined),·,4,·,-0.4,·,·,-13,-13,·
COc1ccc(CCNCc2cccc(C(F)(F)F)c2)cc1OC,2.2,1,7,3.4,0.1,-20,-5,6,-2
C[C@@H]1CN([C@@H](C)CO)C(=O)CCCn2nncc2CO[C@@H]1CN(C)C(=O)Oc1cccc2ccccc12,·,16,·,-0.3,·,·,-10,5,·

# An excerpt from above, showing only CHO-K1 Ca ag, GPR7 antag and CHO-K1 Ca antag.
smiles	CHO-K1 Ca ag	GPR7 antag	CHO-K1 Ca antag
Cc1cccc(-n2c(=S)[nH]c3ccccc3c2=O)n1	0.7	-12	-6
COc1ccc(CCNC2CCCCC2)cc1	0.3	-8	-10

# The list continues:
SMILES,V1R ag counter,CHO-K1 Ca PAM,GPR7 antag,CHO-K1 Ca ag,OXTR ag,CHO parental Ca,CHO-K1 Ca antag,TAAR1 antag,OXTR potentiate
N#C/C(=C(/O)c1ccc(S(=O)(=O)N(CCCl)CCCl)cc1)c1nc2ccccc2[nH]1,-0.2,20,-7,2.3,1.0,-10,-11,-35,-5
COc1ccccc1OCC#CCN1CCOCC1,1.0,6,-9,2.8,1.4,3,-20,-4,6
COc1ccc(-n2c(/C=C/c3cccc(F)c3)nc3ccccc3c2=O)c(OC)c1,·,6,-12,0.6,·,·,-11,-14,·
Clc1ccc2c(c1)C(c1ccccc1Cl)=NCc1nnc(N3CCN(CCOc4ccccc4)CC3)n1-2,4.2,64*,-13,11,4.2,-15,-15,16,-6
CN(CCOc1ccc(C=C2C(=O)NC(=O)NC2=O)cc1)c1ccccn1,-0.1,6,11,0.5,0.4,-3,-10,-7,-18
NP(=O)(OCCCCc1ccccc1)Oc1ccccc1Cl (centres undefined),3.5,8,8,0.7,1.7,-6,-17,10,-10
CCCOc1ccccc1OCC(=O)N1CCN(CC(=O)N2CCOCC2)CC1,·,12,·,0.6,·,·,0,-15,·
C[C@@H]1CN([C@@H](C)CO)C(=O)CCCn2nncc2CO[C@@H]1CN(C)C(=O)Oc1ccc2ccccc2c1,·,-2,·,-0.2,·,·,-2,-19,·
CCOc1ccc(NC(=O)C2C3c4ccccc4C(c4ccccc43)C2C(=O)O)cc1 (centres undefined),-1.1,15,-4,-0.3,1.2,0,-12,5,-7
Clc1ccc(C(c2ccccc2)c2ncc[nH]2)cc1 (centres undefined),2.9,5,-10,0.7,0.7,-16,-6,-4,0
CC1CN=C(NCc2ccc(F)cc2)S1 (centres undefined),1.2,32,-5,2.7,-0.1,-4,-13,9,-2
O=C1CN(C(=O)CN2CCCCC2)C(c2ccccc2)c2cc(Br)ccc2N1 (centres undefined),-1.5,18,9,-0.2,-1.5,-32,-6,-7,-13

# The list is partial; count on the stated rates, not on these rows.
